# FAS TE block – FAS thioesterase domain inhibitors, primary screen, biochemical, fluorescence intensity, uHTS; Fatty acid synthase (Homo sapiens), P49327; recombinant FAS-TE, OMFH fluorogenic substrate, fluorescence endpoint; inhibition, % at 15 µM; 360,000 compounds, 0.67% hits; AID 602261, 2012;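 active = compounds whose normalised, plate-corrected inhibition of enzyme fluorescence in the single-dose primary screen is 50% or more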;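 also: 0% = DMSO with enzyme and 100% = substrate without enzyme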
# CSN inh – inhibitors of CSN-mediated cullin deneddylation, primary screen, biochemical, fluorescence polarization, uHTS | COP9 signalosome complex subunit 5 (Homo sapiens), Q92905 | Purified CSN, SCF-Nedd8-OG deneddylation | inhibition, % at 12.5 µM | 360,000 compounds, 0.38% hits;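 active = pattern-corrected inhibition above about 35%, with an unprinted fluorescence ratio check between 0.5 and 1.5, limit read from the data, passing the limit was not always enough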;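 also: 0% = enzyme with substrate and 100% = substrate without enzyme; some results filed as inactive read as strong as hits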
#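 assay system = purified human Csn5 enzyme expressed in HEK293T cells | amount = 0.24 nM enzyme | buffer or medium = Tris/NaCl/DTT buffer, pH 7.5 | reagent = 10 nM SCFSkp2-Nedd8OG | compound = one concentration, 12.5 µM, 0.25% DMSO | times = 90 min reaction at room temperature | signal = FP | read-out basis = % inhibition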
# Neddyl block – inhibitors of cullin neddylation, primary screen, biochemical, TR-FRET, uHTS, NAE and Ubc12; 360,000 compounds, 0.58% hits; calls only at 25 µM; NEDD8-conjugating enzyme Ubc12 (Homo sapiens) + NEDD8-activating enzyme E1 regulatory …; in the data active = inhibition above about 36%
# TbMetRS inhib – T. brucei MetRS inhibitors, primary screen, biochemical, luminescence; 360,000 compounds, 0.4% hits; purified T. brucei MetRS, ATP depletion, Kinase-Glo luminescence; AID 624268, 2012; methionyl-tRNA synthetase (Trypanosoma brucei brucei); inhibition, % at 11.9 µM;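 active = inhibition above a per-plate cutoff of the control wells' mean inhibition plus 3 SD, cut at about 5.5% in these data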;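 also: 0% = DMSO wells median and 100% = median of wells with control inhibitor compound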
#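 technique = Kinase-Glo luminescence, ATP depletion format | system = purified MetRS (methionyl-tRNA synthetase) enzyme from Trypanosoma brucei | timing = 15 min preincubation, 2 h reaction, all 25 °C | evaluation = percent inhibition versus plate control medians | dosing = single dose, 11.9 µM final nominal, 0.9% final DMSO | also added = substrates ATP, L-methionine and bulk Escherichia coli tRNA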
# Rin1 Abl inh – inhibitors of Rin1-Abl protein binding, primary screen, biochemical, TR-FRET. Tyrosine-protein kinase ABL1 (Homo sapiens) + Ras and Rab interactor 1 (Homo sapiens), …. inhibition, % at 7.35 µM. 360,000 compounds, 0.4% hits; in the data active = inhibition above about 5%, passing the limit was not always enough
# Target sequence (P00519 whole entry, looked up): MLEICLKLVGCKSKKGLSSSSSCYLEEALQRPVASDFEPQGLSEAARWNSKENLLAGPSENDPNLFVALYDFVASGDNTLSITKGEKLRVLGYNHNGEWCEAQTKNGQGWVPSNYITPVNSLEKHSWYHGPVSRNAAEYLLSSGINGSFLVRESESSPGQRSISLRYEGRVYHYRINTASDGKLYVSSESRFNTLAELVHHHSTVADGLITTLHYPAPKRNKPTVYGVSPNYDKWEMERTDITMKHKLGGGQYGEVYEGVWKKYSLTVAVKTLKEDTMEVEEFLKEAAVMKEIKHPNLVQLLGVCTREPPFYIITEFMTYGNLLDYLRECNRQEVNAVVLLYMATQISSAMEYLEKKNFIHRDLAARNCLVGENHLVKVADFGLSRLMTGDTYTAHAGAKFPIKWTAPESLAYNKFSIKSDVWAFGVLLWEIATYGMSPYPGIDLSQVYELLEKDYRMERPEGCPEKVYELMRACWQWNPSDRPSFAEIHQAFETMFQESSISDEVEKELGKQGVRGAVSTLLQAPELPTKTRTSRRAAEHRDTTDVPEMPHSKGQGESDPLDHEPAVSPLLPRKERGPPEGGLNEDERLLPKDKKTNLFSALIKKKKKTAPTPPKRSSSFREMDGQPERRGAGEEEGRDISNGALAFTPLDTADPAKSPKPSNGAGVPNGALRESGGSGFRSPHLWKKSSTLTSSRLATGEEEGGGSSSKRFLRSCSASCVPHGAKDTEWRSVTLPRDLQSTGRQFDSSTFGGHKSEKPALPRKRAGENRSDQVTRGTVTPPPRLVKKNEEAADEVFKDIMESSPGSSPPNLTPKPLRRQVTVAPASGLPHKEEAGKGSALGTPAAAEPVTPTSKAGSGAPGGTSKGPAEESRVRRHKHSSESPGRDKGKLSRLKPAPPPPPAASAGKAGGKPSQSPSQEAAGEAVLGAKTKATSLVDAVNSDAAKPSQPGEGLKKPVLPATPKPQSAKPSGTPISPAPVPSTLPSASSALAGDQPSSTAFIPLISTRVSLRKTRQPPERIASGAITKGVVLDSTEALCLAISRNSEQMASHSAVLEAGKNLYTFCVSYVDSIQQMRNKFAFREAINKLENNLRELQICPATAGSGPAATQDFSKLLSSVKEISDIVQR
# Target sequence (Q13671 whole entry, looked up): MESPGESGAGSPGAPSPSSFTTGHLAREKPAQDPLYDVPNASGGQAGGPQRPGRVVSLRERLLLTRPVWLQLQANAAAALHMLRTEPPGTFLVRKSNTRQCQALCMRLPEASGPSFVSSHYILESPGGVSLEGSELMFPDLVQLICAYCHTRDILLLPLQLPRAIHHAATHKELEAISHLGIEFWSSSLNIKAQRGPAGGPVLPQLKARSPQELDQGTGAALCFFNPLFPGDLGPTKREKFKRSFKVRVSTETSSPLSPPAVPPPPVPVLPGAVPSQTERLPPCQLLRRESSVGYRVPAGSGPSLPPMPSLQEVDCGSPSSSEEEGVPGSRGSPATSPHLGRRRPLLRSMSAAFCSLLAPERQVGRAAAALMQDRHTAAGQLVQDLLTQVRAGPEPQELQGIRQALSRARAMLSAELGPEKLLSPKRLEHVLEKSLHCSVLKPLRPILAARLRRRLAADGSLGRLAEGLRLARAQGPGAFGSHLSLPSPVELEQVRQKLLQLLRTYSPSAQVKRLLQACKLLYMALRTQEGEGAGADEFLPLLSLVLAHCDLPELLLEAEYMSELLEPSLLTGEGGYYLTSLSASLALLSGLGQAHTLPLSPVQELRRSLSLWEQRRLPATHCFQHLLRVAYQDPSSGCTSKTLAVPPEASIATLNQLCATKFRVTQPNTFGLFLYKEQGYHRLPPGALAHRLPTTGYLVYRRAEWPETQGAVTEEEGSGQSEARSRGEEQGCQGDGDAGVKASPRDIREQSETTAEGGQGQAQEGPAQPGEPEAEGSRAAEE
# MsrA inh – bovine MsrA enzyme inhibitors, primary screen, biochemical, absorbance, HTS. 360,000 compounds, 0.75% hits. inhibition, % at 15.5 µM. Methionine sulfoxide reductase A (Bos taurus). purified bovine MsrA, absorbance read-out; in the data active = inhibition above about 4.5%;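 also: 0% = vehicle wells with enzyme and 100% = reference inhibitor wells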
# E coli Lon inh – inhibitors of E. coli Lon protease, primary screen, biochemical, fluorescence polarization | inhibition, % at 7.94 µM | P0A9M0 | purified E. coli Lon protease | AID 602123, 2011 | 360,000 compounds, 0.42% hits; in the data active = inhibition above about 13%, passing the limit was not always enough;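 also: 0% = enzyme with probe and DMSO and 100% = no enzyme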
# PABP1 MLLE inh – inhibitors of PABP1 MLLE–PAM2 peptide binding, primary screen, biochemical, fluorescence polarization, FITC-PAM2, GST-MLLE; inhibition, % at 20 µM; 360,000 compounds, 0.36% hits; in the data active = inhibition above about 35%, passing the limit was not always enough;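 also: plate controls were DMSO wells with GST-MLLE for no effect and wells lacking GST-MLLE protein for full effect; some results filed as inactive read as strong as hits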
# MsrA act – bovine MsrA enzyme activators, primary screen, biochemical, absorbance, HTS; activation, % at 10.6 µM; purified bovine MsrA, absorbance read-out; AID 602163, 2012; 360,000 compounds, 0.3% hits; in the data active = activation above about 7.5%;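 also: 0% = vehicle and 100% = reference activator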
# The depositor's hits bear a star; i = inactive; / = not tested or not shown; + = active, no number; & = joins results of further samples.
SMILES,FAS TE block,CSN inh,Neddyl block,TbMetRS inhib,Rin1 Abl inh,MsrA inh,E coli Lon inh,PABP1 MLLE inh,MsrA act
CCCCC(=O)Nc1nnc(/C=C/c2ccc(OC)cc2)s1,3,-2,/,-0.8,-5,/,4,7,-2
COc1cc(OC)cc(-c2c(C#Cc3ccsc3)c3cc(-c4ccc(CN5CCOCC5)cc4)ccc3n2C)c1,18,5,i,-0.2,4,0.9,-7,7,-8
CN(C)CCCNc1oc(/C=C/c2ccccc2)nc1C#N,-6,-2,i,0.1,-7,-0.7,0,0,-3
CC1CCc2c(sc3nc(SCC(=O)NCc4ccco4)nc(N)c23)C1 (centres undefined),8,4,i,-0.6,0,-0.1,0,16,-3
CCCCN(CCCC)Cc1ccc(N)cc1,-6,1,i,0.0,2,0.2,-10,3,1
CCSc1nnc2n(-c3ccc(OC)cc3)c(=O)c3c4c(sc3n12)CCCC4,6,-2,i,0.5,2,-0.7,-5,-89,2
O=C(COc1ccc2c(c1)C(=O)CC1(CCCCC1)O2)NCc1ccccc1,12,-2,/,-1.4,0,-0.6,-1,14,-1
COc1ccc(-c2cccc3c2C2CC3CCN2C(=O)OCc2ccccc2)cc1 (centres undefined),24,5,i,-0.9,-4,6.4*,-2,6,-2
COc1ccccc1-c1cnc2c(Nc3cccc(OC(F)(F)C(F)F)c3)nccn12,16,3,i,0.2,-4,0.0,-3,-1,-6
Cc1ccn2c(NC3CCCCC3)c(C)nc2c1,-1,-4,/,-0.1,2,0.3,3,5,3
CCN(CC)S(=O)(=O)c1ccc(Cl)c(NC(=S)NC(=O)C2CCCC2)c1,33,0,i,-0.3,3,-0.6,-7,16,-4
CCCCc1cc(=O)oc2cc(OCC(=O)N3C[C@H]4C[C@@H](C3)c3cccc(=O)n3C4)ccc12,-4,4,i,-2.0,-1,1.3,-3,4,-8
O=C(O)CC/C(=N\Nc1ccc(S(=O)(=O)N2CCOCC2)cc1[N+](=O)[O-])c1cccs1,11,2,i,-0.1,-8,4.9*,2,-7,-12
O=C(CCNC(=O)C1CCN(S(=O)(=O)c2ccccc2)CC1)NCc1ccccc1Cl,6,22,i,0.0,0,1.7,-8,11,-4
Nc1ccc(-n2nnnc2-c2ccco2)cc1,-6,2,i,-0.2,-1,2.0,9,7,1
CC(=O)Nc1ccc(C(=O)NNC(=O)C2CC2)cc1,-8,2,i,-0.2,-3,0.5,2,7,-4
Fc1ccc([C@@H]2CCNC[C@H]2COc2ccc3c(c2)OCO3)cc1,-9&-11&-9,-6&0&0,i,-0.1&-1.2&0.3,2&0&-3,-1.4&1.2&-1.5,3&-5&3,-2&-6&3,1&-5&-2
O=C(NCc1ccccc1)c1nc(-c2c(F)cccc2F)oc1-c1ccccc1,/,-1,+,-0.2,/,1.1,/,/,/
O=C(NNC(=O)c1ccc2ccccc2c1)c1ccc(Cl)c(Cl)c1,-5,4,i,-0.3,1,0.8,5,8,-3
Cc1ccc(C)c(N2CCN(c3ccc([N+](=O)[O-])cn3)CC2)c1,23,-1,i,-0.7,2,1.2,-10,7,-3
COCCNC(=O)CN1C(=O)COc2ccc(Cl)cc21,-8,1,i,-0.7,1,-1.1,7,-6,-6
CCC(=O)Oc1cccc(C(=O)Nc2ccc(-c3nnc(-c4ccco4)o3)cc2)c1,25,3,i,-0.7,1,1.2,-7,-7,-1
Cc1ccc(C2(C)NC(=O)N(CC(=O)N3CCN(S(=O)(=O)c4cccc(F)c4)CC3)C2=O)cc1 (centres undefined),0,-9,i,-0.8,0,-0.5,1,-14,-6
O=C(C1=C[C@@H](C2CCCCC2)C[C@@H](OCc2ccc(CO)cc2)O1)N1CCN(Cc2ccccc2)CC1,17,0,i,-0.2,1,0.5,-3,-11,-1
COc1ccc(Cl)cc1N(C(=O)c1ccco1)C(C(=O)NC1CCCC1)c1ccncc1 (centres undefined),-5,2,i,0.9,-4,0.0,-7,-5,-1
CC(C)[C@H]1COCCS(=O)(=O)N1Cc1ccc(Cl)cc1,2,-8,i,-0.2,1,1.1,-7,2,0
O=C(CN1CCN(c2nc(-c3ccc(Cl)cc3)cs2)CC1)NCc1ccco1,27,6,i,-0.5,-3,-1.3,-10,-1,-8
COc1ccc(C2c3c(ncn(CCCO)c3=N)Oc3ccc4ccccc4c32)cc1OC (centres undefined),1,2,i,-0.4,-4,-0.5,-12,-10,-2
CCOC(=O)c1[nH]c2ccc(OC)cc2c1NC(=S)N1CCN(C(=O)OCC)CC1,-5,1,i,-1.2,-4,0.7,-4,-15,-8
CCN(CC)c1ccc(/C=N/N=C(N)N)c(O)c1,-12,7,i,0.3,-5,1.9,-5,-79,-5

# Structures listed so far shown as hits in Neddyl block:
SMILES	CSN inh	Neddyl block	TbMetRS inhib	Rin1 Abl inh	MsrA inh	E coli Lon inh	PABP1 MLLE inh	MsrA act
O=C(NCc1ccccc1)c1nc(-c2c(F)cccc2F)oc1-c1ccccc1	-1	+	-0.2	/	1.1	/	/	/

# Later entries:
SMILES,FAS TE block,CSN inh,Neddyl block,TbMetRS inhib,Rin1 Abl inh,MsrA inh,E coli Lon inh,PABP1 MLLE inh,MsrA act
COc1ccc(OC)c(-n2nnnc2SCC(=O)Nc2nc(C)c(C)s2)c1,-10,4,i,-0.5,1,0.2,2,3,2
O=C1CC(c2ccccc2)NC(=O)N1 (centres undefined),-15,-1,i,-1.0,-5,0.5,-1,10,-4
CCOC(=O)c1ccc(NC(C)=O)c([N+](=O)[O-])c1,-4,-5,i,-0.4,2,2.8,2,-16,-4
O=c1[nH]c(C(F)(F)F)nc2c1nnn2Cc1ccccc1F,3,1,i,-0.1,1,-0.1,-4,4,-3
COCCNc1ncnc2c1cnn2-c1ccc(Cl)cc1,-4,-6,i,-1.0,-5,-0.5,5,7,-13
O=C(CCSc1ccccc1)Nc1ncccn1,-4,1,i,-0.2,4,2.9,-6,-9,-2
CCN(CC)CCP(=O)(c1ccccc1)c1ccccc1,-8,-5,i,0.1,1,-0.7,-6,9,-1
O=C(NCCc1ccccc1)[C@@H]1CC=C[C@@H]2CCN(Cc3ccccc3)C(=O)[C@@H]21,-6,-5,i,-0.2,3,-0.4,0,19,-2
O=C(c1cc(Cl)ccc1[N+](=O)[O-])n1cnc2ccccc21,16,-18,i,0.3,-2,-0.1,8,-1,-2
CCOc1cc2[nH]c(=O)n(CCCCC(=O)NCc3ccco3)c(=O)c2cc1OCC,-9,-3,i,-1.1,0,-1.0,1,0,-9
O=C(CN(Cc1ccccc1)C(=O)c1csnn1)NCc1ccccc1,-6,-3,i,-0.7,1,-1.4,-14,30,-4
O=C(CSc1nnc(SCc2ccccc2)s1)NNC(=S)Nc1ccccc1,-4,-17,i,-0.2,3,1.2,4,25,0
COCCCn1nnnc1SCC(=O)Nc1nc2ccccc2s1,0,3,i,1.1,2,0.0,2,-12,-4
CCOC(=O)c1c(C)[nH]c(C(=O)NNC(=O)c2ccc(Br)cc2)c1C,-6,2,i,-0.3,-2,0.7,-6,-8,-9
Cc1cccc(/C(N)=N/OC(=O)c2ccc3c(c2)OCO3)c1,-3,2,i,0.7,-2,-0.4,1,5,0
O=C1Nc2ccccc2C12OCCCO2,-9,-5,i,-1.0,0,-1.4,-8,-3,-4
O=[N+]([O-])c1cc(C(F)(F)F)ccc1Sc1ccccn1,5,1,i,-0.7,-7,1.1,4,12,-2
N#Cc1ccsc1NC(=O)C1CCN(C(=O)c2ccc(F)cc2)CC1,-7,4,i,0.1,1,0.0,-13,-13,-2
Cc1nnc(NC(=O)c2ccc3nccnc3c2)s1,-4,-1,i,-0.5,-1,1.7,0,-38,-3
COc1ccc(N2CCN(C(CNS(=O)(=O)c3cccs3)c3cccnc3)CC2)cc1 (centres undefined),-4,2,i,1.0,0,/,0,-11,0
CCOC(=O)[C@@H]1[C@H]2COc3cc(OC)ccc3[C@@H]2N2C(=O)N(c3cccc(F)c3)C(=O)[C@]12C,14,0,i,-0.4,3,-0.7,10,-15,-3
COc1ccc(CN(C(=O)CN2C(=O)NC3(CCC(C)CC3)C2=O)C(C)Cc2cccs2)cc1 (centres undefined),20,-5,i,-0.3,4,-0.1,-9,-31,6
CN1C(=O)C2(Oc3ccccc3C3CC(c4ccccc4)=NN32)c2ccccc21 (centres undefined),18,5,i,-0.2,-1,/,-2,2,-4
COc1ccc(CCNC(=O)COC(=O)c2cc(=O)c3ccccc3o2)cc1,-5,1,i,0.1,1,0.1,1,6,-9
Cc1c(C(=O)NCCSCc2c(F)cccc2Cl)cnn1-c1ccc(F)cc1,10,2,i,-0.2,0,-1.0,7,7,-1
COC(=O)Cn1c(C)nc(=O)c(-c2ccccc2)c1C,-11,0,i,-0.9,1,-0.4,1,7,-4
O=C(NC1CCCCC1)C(CCc1ccccc1)N1CCc2ccccc2C1 (centres undefined),15,4,i,-0.8,-1,-1.0,10,-8,-2
CCN(C(=O)CCN1C(=O)S/C(=C\c2ccccc2)C1=O)C1CCS(=O)(=O)C1 (centres undefined),-1,1,i,-0.3,2,3.4,-1,14,-6

# Ordered by heavy-atom count (low to high): four of the compounds above
SMILES,FAS TE block,CSN inh,Neddyl block,TbMetRS inhib,Rin1 Abl inh,MsrA inh,E coli Lon inh,PABP1 MLLE inh,MsrA act
O=C1Nc2ccccc2C12OCCCO2,-9,-5,i,-1.0,0,-1.4,-8,-3,-4
Cc1c(C(=O)NCCSCc2c(F)cccc2Cl)cnn1-c1ccc(F)cc1,10,2,i,-0.2,0,-1.0,7,7,-1
CCOC(=O)[C@@H]1[C@H]2COc3cc(OC)ccc3[C@@H]2N2C(=O)N(c3cccc(F)c3)C(=O)[C@]12C,14,0,i,-0.4,3,-0.7,10,-15,-3
COc1ccc(CN(C(=O)CN2C(=O)NC3(CCC(C)CC3)C2=O)C(C)Cc2cccs2)cc1 (centres undefined),20,-5,i,-0.3,4,-0.1,-9,-31,6

# Ordered by value in PABP1 MLLE inh (low to high): some entries from above.
canonical_smiles | PABP1 MLLE inh
COc1ccc(CN(C(=O)CN2C(=O)NC3(CCC(C)CC3)C2=O)C(C)Cc2cccs2)cc1 (centres undefined) | -31
O=C(NC1CCCCC1)C(CCc1ccccc1)N1CCc2ccccc2C1 (centres undefined) | -8
O=[N+]([O-])c1cc(C(F)(F)F)ccc1Sc1ccccn1 | 12

# This is a random part of the collection; 4% or so of the library scored in one or more.
